Assay outcomes as filed in PubChem.
NS5 inhibitors: Dengue-2 NS5 methyltransferase inhibitors, primary screen, biochemical, confirmation dose response (AID 588689); one-dose inhibition, % at 25 µM; IC50 in µM for titrated hits; Dengue-2 NS5 methyltransferase capping enzyme assay, biochemical; higher % means a stronger effect; 340,000 tested, 0.3% active; in the data active = a potency from the dose series
Numbers without * were called inactive.

| NS5 inhibitors | compound |
| --- | --- |
| 0% | COc1ccc(C(=O)NCC2CCCN2S(=O)(=O)c2ccccc2)cc1OC (configuration not stated) |
| 4% | O=C(c1ccncc1)N1CCN(c2cc(-c3ccccc3)nc3cc(-c4cccc(Cl)c4)nn23)CC1 |
| -2% | COCCn1cnc2c1c(=O)n(CC(=O)NC1CCCCC1)c(=O)n2Cc1ccccc1 |
| -3% | C[C@@H]1CN([C@H](C)CO)C(=O)CCCn2nncc2CO[C@H]1CN(C)S(=O)(=O)c1ccc2c(c1)OCCCO2 |
| 1% | Cc1cccc(NC(=O)COc2cccc3c2CCNC3=O)c1 |
| 2% | CCN(CC(=O)Nc1c(F)cccc1F)C(=O)CSCc1ccc(C)cc1 |
| 3% | Cc1ccc(CC#N)c(-c2c(CC#N)ccc(C)c2C)c1C |
| -12% | Cc1ccc(-c2ccc(CN3C(C(C)C)C(=O)N(Cc4cn(CC5CCCCC5)nn4)CCS3(=O)=O)cc2)cc1 (configuration not stated) |
| -2% | CC(C(=O)OCC(=O)Nc1ccccc1OC(F)F)N1C(=O)C2CC=CCC2C1=O (configuration not stated) |
| -4% | CCN(c1ccccc1)S(=O)(=O)c1ccc(C(=O)NC2CCCCC2)cc1 |
| -6% | CCN(CC(=O)Nc1ccc2c(c1)OCCO2)C(=O)/C=C/c1cc(Br)ccc1OC |
| -1% | O=C(Nc1cc(C(F)(F)F)ccc1N1CCCC1)C1CC(=O)N(Cc2ccccc2)C1 (configuration not stated) |
| 0% | CCC(=O)N(c1nnc(SCC(=O)Nc2sccc2C(N)=O)s1)C1CC1 |
| -2% | Cc1ccc(C(=O)C=Cc2ccc3c(c2)OCO3)c(C)c1 |
| -5% | O=C(COC(=O)c1cccc(F)c1)Nc1cccc(S(=O)(=O)N2CCOCC2)c1 |
| -1% | C[C@H](O)C#Cc1cnc2c(c1)C(=O)N([C@H](C)CO)C[C@@H](C)[C@H](CN(C)C(=O)Nc1ccc(C(F)(F)F)cc1)O2 |
| 4% | COc1ccc(CSC2=C(C#N)C(=O)NC3(CCCCC3)S2)cc1 |
| 5% | C/C(=N/NC(=O)c1nnn(-c2nonc2N)c1CSc1ccc(C)cc1)c1ccncc1 |
| 7% | CN(C(=O)c1cc(COc2ccc(F)cc2Cl)on1)C1CCOC1 (configuration not stated) |
| -3% | Cc1c(C#N)c2n(c1C)CCCC(=O)N2 |
| 5% | O=C(COC(=O)c1cc(S(=O)(=O)N2CCOCC2)ccc1Cl)c1ccc[nH]1 |
| -3% | Cc1ccc(S(=O)(=O)N2C[C@H]3C(=O)C[C@@H](c4ccc(Cl)cc4)N(S(=O)(=O)c4ccccc4C)[C@H]3C[C@H]2c2ccccc2)cc1 |
| 6% | O=C(O)C(=Cc1ccc([N+](=O)[O-])cc1)CCc1ccccc1 |
| 7% | O=C(NCCOc1ccccc1)N1[C@H]2CC[C@@H]1C=C(c1ccc(F)cc1OCc1ccccc1)C2 |
| 0% | CCCc1cc(=O)n2[nH]c(C)c(-c3ccccc3OC)c2n1 |
| -6% | O=C(c1cccnc1)N1CCC2CC1c1c(Cl)cccc12 (configuration not stated) |
| -1% | CC1CCCCC1NC(=O)CSc1nnc(C(F)(F)F)n1C (configuration not stated) |
| -3% | CC1(C)CC(=O)C=C(c2ccccc2-c2ccc3cc[nH]c3c2)C1=O |
| 1% | CCCN1CCN(CCCNC(=O)CN2C(=O)COc3ccc(C(C)(C)C)cc32)CC1 |
| 1% | C[C@@H]1CN([C@@H](C)CO)C(=O)CCCn2nncc2CO[C@@H]1CN(C)C(=O)c1ccc(N2CCN(C)CC2)cc1 |
| 7% | CCOc1ccc(Oc2ccc(NS(=O)(=O)c3ccc(CCC(=O)O)cc3)cc2)cc1 |
| -3% | CC(C)Cc1nnc(NC(=O)c2ccc(-n3cncn3)c([N+](=O)[O-])c2)s1 |
| -3% | Cc1ccc(NC(=O)C(C)N2CCCc3ccccc32)cc1S(=O)(=O)N1CCOCC1 (configuration not stated) |
| -7% | O=C1NC(Cc2ccc(O)cc2)c2nc3cc(F)c(F)cc3c(=O)n2-c2ncccc21 (configuration not stated) |
| 0% | Cn1nc(SCc2ccccc2)c(=O)[nH]c1=O |
| -5% | C[C@@H]1CN([C@@H](C)CO)C(=O)CCCn2nncc2CO[C@H]1CN(C)S(=O)(=O)c1ccccc1 |
| 7% | COCC1CCN(Cc2c(C(=O)N3CCOCC3)nc3c(C)cccn23)C1 (configuration not stated) |
| 0% | CCc1cccc(C)c1NC(=O)COC(=O)Cc1ccccc1 |
| 5% | COc1cc2c(c(OC)c1OC)-c1ccc(NCc3ccccc3)c(=O)cc1C(NC(C)=O)CC2 (configuration not stated) |
| 0% | CCn1cc(/C=C(\NC(=O)c2ccccc2OC)C(=O)NCCN2CCOCC2)c2ccccc21 |
| 1% | CN1C(=O)c2ccccc2CC12c1ccccc1C(=O)N2C (configuration not stated) |
| -7% | CN1CCn2cnc(C(=O)NCC(=O)OC(C)(C)C)c2C1=O |
| -4% | Cc1ccc(S(=O)(=O)N2CCC(C(=O)OCC(=O)N3C(C)CCCC3C)CC2)cc1C (configuration not stated) |
| -5% | Cc1cc(C)c2c(=O)n3c(nc2c1)C(Cc1ccccc1)NC(=O)c1cccnc1-3 (configuration not stated) |
| -3% | COCCN(C(=O)CSc1nnc(-c2ccccc2F)o1)c1c(N)n(Cc2ccccc2)c(=O)[nH]c1=O |
| -2% | COc1cc(/C=C2/SC(=S)N(CCC(=O)N3CCN(C)CC3)C2=O)cc(OC)c1OC |
| -11% | CNC[C@H]1Oc2cc(Br)ccc2S(=O)(=O)N([C@H](C)CO)C[C@H]1C |
| -1% | CCCCN1C(=O)C(CC(=O)NC2CC2)CC(C(=O)N2CCOCC2)=C1C (configuration not stated) |
| -3% | COc1cc(OC)c(NS(=O)(=O)c2cc(C(=O)NCCCN3CCOCC3)ccc2C)cc1Cl |
| 1% | CCC(=O)N(C)C[C@H]1Oc2cc(Br)ccc2S(=O)(=O)N([C@@H](C)CO)C[C@H]1C |
| -1% | COc1c(Cl)cc(C(=O)Nc2cccnc2)cc1Cl |
| 4% | Cc1ccc(N2CC(C(=O)NC3CCCCCC3)CC2=O)cc1 (configuration not stated) |
| 3% | CCOC(=O)c1ccc(NC(=O)c2ncn3c2C(=O)N[C@H](C)C3)cc1 |
| -1% | Cc1oc(-c2ccccc2)nc1C(=O)OCC(=O)NCc1ccc(F)cc1 |
| 2% | CNC(=O)C1CN(C(=O)c2nn(Cc3ccccc3)c(=O)c3ccccc23)c2ccccc2O1 (configuration not stated) |
| -1% | Cc1ccccc1C(=O)NC1CC2CCCC(C1)N2Cc1ccccc1Cl (configuration not stated) |
| -4% | CN(C)c1ccc(C=C2C=C(c3ccccc3)OC2=O)cc1 |
| 3% | COc1ccc([N+](=O)[O-])cc1N(CC(O)CN1C(=O)NC(C)(C)C1=O)S(=O)(=O)c1ccc(C)cc1 (configuration not stated) |
| -1% | O=C(CCCN1C(=O)c2cccc3cccc(c23)C1=O)OCC(=O)N1CCCCC1 |
| 4% | CCCCN1C(=O)C(CC(=O)NCc2cccs2)CC(C(=O)N(C(C)C)C(C)C)=C1C (configuration not stated) |

The list goes on:
| NS5 inhibitors | compound |
| --- | --- |
| 2% | CC1=C(C(=O)N2CCOCC2)CC(CC(=O)NCCc2ccccn2)C(=O)N1Cc1ccc(C(C)(C)C)cc1 (configuration not stated) |
| 0% | O=C(C1CCCCC1)N1C[C@H](n2cc(C3CC3)nn2)[C@@H](O)C[C@@H]1c1ccc(Cl)cc1 |
| -1% | COc1ccccc1OCC(=O)NCC1CCCN(C(=O)c2cccc(C)c2)C1 (configuration not stated) |
| -6% | Cc1cn([C@H]2C[C@H](O)[C@@H](CNCc3ccccc3)O2)c(=O)[nH]c1=O |
| 9% | Cc1ccc2cccc([N+](=O)[O-])c2n1 |
| 5% | CCC(C(=O)N1CCN(Cc2ccc3c(c2)OCO3)CC1)n1nnc2ccccc2c1=O (configuration not stated) |
| 3% | CCN(CC)C(=O)Cn1cc(S(=O)(=O)CC(=O)Nc2cccc(NC(C)=O)c2)c2ccccc21 |
| -3% | CCc1ccc(N(CC(=O)N2CCCC2)S(C)(=O)=O)cc1 |
| 20% | CN1/C(=C/C=C/c2n(C)c3cc([N+](=O)[O-])c([N+](=O)[O-])cc3[n+]2C)C(C)(C)c2ccccc21 |
| -6% | S=C1Nc2ccccc2CS1 |
| 5% | OCCN1CCN(CCCN2c3ccccc3CCc3ccccc32)CC1 |
| 18% | O=[N+]([O-])c1ccc2c([N+](=O)[O-])ccc3c2c1CC3 |
| 1% | C[C@@H]1CN([C@@H](C)CO)C(=O)CCCn2nncc2CO[C@H]1CN(C)S(=O)(=O)c1ccc2c(c1)OCCCO2 |
| -1% | COCCn1c(SCC(=O)Nc2ccc(F)cc2F)nc2c(c1=O)SCC2 |
| 6% | COc1ccc(NC(=O)C[C@H]2C(=O)N(CCc3ccccc3)C[C@@H]2C)cc1 |
| 1% | O=C(COC(=O)Cc1ccc(Cl)cc1Cl)NCc1ccccc1 |
| 6% | CC1C(=O)N(Cc2cn(CCC3OCCO3)nn2)CCS(=O)(=O)N1Cc1ccc(-c2cccc(N(C)C)c2)cc1 (configuration not stated) |
| 12% | COC(=O)c1cccc2c1C(=O)c1cc([N+](=O)[O-])ccc1-2 |
| 27% | Cc1csc(N=Cc2ccc([N+](=O)[O-])o2)n1 |
| 1% | C[C@@H]1CN([C@@H](C)CO)S(=O)(=O)c2ccc(Br)cc2O[C@H]1CN(C)C(=O)Nc1ccc(C(F)(F)F)cc1 |
| -2% | CCCCCC(=O)N1C[C@H](n2cc(-c3ccc(F)cc3)nn2)[C@@H](O)C[C@@H]1c1ccc(OC)cc1 |
| 5% | O=C(NCc1ccccc1)c1ccc(CS(=O)Cc2cccc(Cl)c2)o1 (configuration not stated) |
| 2% | Cc1ccc(S(=O)(=O)N2CCCOC2CNC(=O)C(=O)NCCc2ccco2)cc1 (configuration not stated) |
| -6% | CN(C)C(=O)N1CCc2ccc([N+](=O)[O-])cc21 |
| -1% | O=C(CN(CCO)Cc1ccccc1)N1CCN(S(=O)(=O)c2ccccc2)CC1 |
| 5% | CCN(CC)C(=O)C1=C(C)N(CCCN2CCCC2=O)C(=O)C(CC(=O)NCC2CCCCC2)C1 (configuration not stated) |
| -7% | C[C@H]1CN([C@@H](C)CO)C(=O)CCCn2nncc2CO[C@H]1CN(C)S(=O)(=O)c1ccc(F)cc1 |
| 6% | CC[C@@H](NCCCn1ccc(NC(=O)OCc2ccccc2)nc1=O)c1ccccc1 |
| 0% | Cc1noc(C)c1S(=O)(=O)N(C)C[C@H]1OCc2cnnn2CCCC(=O)N([C@@H](C)CO)C[C@H]1C |
| 4% | Cc1ccc(NC2CCCN(C(=O)c3nonc3C)C2)cc1C (configuration not stated) |

2 of these compounds, set out differently.
smiles	NS5 inhibitors
C[C@H]1CN([C@@H](C)CO)C(=O)CCCn2nncc2CO[C@H]1CN(C)S(=O)(=O)c1ccc(F)cc1	-7%
CC[C@@H](NCCCn1ccc(NC(=O)OCc2ccccc2)nc1=O)c1ccccc1	6%

4 of the compounds above, as labelled records.
CCc1ccc(N(CC(=O)N2CCCC2)S(C)(=O)=O)cc1
  NS5 inhibitors: -3%

O=C(NCCOc1ccccc1)N1[C@H]2CC[C@@H]1C=C(c1ccc(F)cc1OCc1ccccc1)C2
  NS5 inhibitors: 7%

O=C(COC(=O)c1cc(S(=O)(=O)N2CCOCC2)ccc1Cl)c1ccc[nH]1
  NS5 inhibitors: 5%

C[C@H](O)C#Cc1cnc2c(c1)C(=O)N([C@H](C)CO)C[C@@H](C)[C@H](CN(C)C(=O)Nc1ccc(C(F)(F)F)cc1)O2
  NS5 inhibitors: -1%

The list goes on:
| NS5 inhibitors | compound |
| --- | --- |
| -14% | O=C(CCCn1c(=S)[nH]c2ccsc2c1=O)Nc1ccc(F)cc1 |
| 1% | C[C@H](CO)N1C[C@H](C)[C@@H](CN(C)C(=O)Nc2ccccc2)Oc2cc(Br)ccc2S1(=O)=O |
| -9% | Cc1ccc(Nc2cc(=O)n(C)c(=O)[nH]2)cc1C |
| 1% | C[C@H](CO)N1C[C@H](C)[C@@H](CN(C)C(=O)Nc2ccccc2)Oc2ncc(-c3ccc(C#N)cc3)cc2C1=O |
| -1% | Cc1noc(C)c1NC(=O)N(C)C[C@@H]1Oc2ncc(Br)cc2C(=O)N([C@@H](C)CO)C[C@H]1C |
| -3% | COc1ccc(S(=O)(=O)N2CCOCC2)cc1NC(=O)Cc1ccc(F)cc1 |
| -5% | ON=C1CCC2CCCCC2C1 (configuration not stated) |
| -1% | O=C(OCc1cc(=O)n2ccsc2n1)C1(c2ccccc2)CC1 |
| 2% | O=C(OCc1cn([C@@H]2CN(Cc3cccs3)[C@@H](c3ccc(Cl)cc3)C[C@H]2O)nn1)c1ccccc1 |
| 9% | Cc1c(-c2ccccc2)n(O)[n+]([O-])c1-c1ccccc1 |
| 3% | N#CC(CC(=O)OCc1ccccc1)NC(=O)OCc1ccccc1 (configuration not stated) |
| 0% | CCOc1ccc(NC(=O)COc2cccc3cccnc23)cc1S(=O)(=O)N1CCCC1 |
| -7% | CCCc1cc(=O)oc2cc(OCC(=O)NCCN3CCOCC3)c(Cl)cc12 |
| -10% | CCC(C)C(CO)NCCCn1ccc(NC(=O)OCc2ccccc2)nc1=O (configuration not stated) |
| 1% | CCOC(=O)Cn1ccc2cc(S(=O)(=O)N3CCCC3)ccc21 |
| -4% | C/C(=N\NC(=O)c1nnn(-c2nonc2N)c1CSc1ccc(C)cc1)c1cccnc1 |
| 5% | CCC/C=C/c1ccc(CN2C(CC(C)C)C(=O)N(Cc3cn(CCOCOC)nn3)CCS2(=O)=O)cc1 (configuration not stated) |

By substructure: the compounds so far containing a CF3 group
| NS5 inhibitors | compound |
| --- | --- |
| -1% | O=C(Nc1cc(C(F)(F)F)ccc1N1CCCC1)C1CC(=O)N(Cc2ccccc2)C1 (configuration not stated) |
| -1% | C[C@H](O)C#Cc1cnc2c(c1)C(=O)N([C@H](C)CO)C[C@@H](C)[C@H](CN(C)C(=O)Nc1ccc(C(F)(F)F)cc1)O2 |
| -1% | CC1CCCCC1NC(=O)CSc1nnc(C(F)(F)F)n1C (configuration not stated) |
| 1% | C[C@@H]1CN([C@@H](C)CO)S(=O)(=O)c2ccc(Br)cc2O[C@H]1CN(C)C(=O)Nc1ccc(C(F)(F)F)cc1 |

Not all compounds are listed, so the mix of outcomes need not match the whole.
